TbHK1 inh: blocks Trypanosoma brucei hexokinase 1 activity; inhibition, % at 10 µM; actives 0.11% (n = 220,000); recombinant TbHK1, G6PDH-coupled NADH A340; AID 1430;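 active = inhibition of 50% or more in the single-dose primary screen; inactive = inhibition below 50%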
Thrombin inh: inhibitors of human thrombin. P00734. alpha-thrombin, Boc-VPR-AMC fluorogenic substrate cleavage. inhibition, % at 5 µM. actives 0.26% (n = 220,000);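 active = inhibition at or above 40%; inactive = inhibition below 40%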;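 note: 0% = enzyme with no compound and 100% = wells without enzyme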
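System: Human alpha-thrombin protein | Medium: pH 7.5 Tris (50 mM) with NaCl 150 mM, Tween 20 0.05% | Times: Enzyme reaction carried out at room temperature | Detection: AMC fluorescence, 355/460 nm | Evaluation: Percent inhibition scaled between no-compound controls and no-enzyme blanks | Benchmarks: Enzyme without compound as high, wells lacking enzyme as low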
PPC-1+TRAIL kill: PPC-1 cancer cell killing with TRAIL present. PPC-1 cells + TRAIL, ATPLite viability luminescence. cell killing (% activity), % at 4 µM. actives 0.41% (n = 220,000);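 active = cell killing above 50% in the first pass at 4 µM, then a duplicate retest at 5 µM averaging 50% or more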;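 note: plate controls were cells with TRAIL plus DMSO for no effect and medium-only wells lacking cells for full effect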
Furin inh: human furin inhibition; inhibition, % at 30 µM; P09958; actives 0.061% (n = 220,000); purified furin, fluorogenic substrate cleavage; AID 463115; in the data active = inhibition above about 25%; note: inactives centre near -15
TRPML3 agonist: activates the human TRPML3 channel; Q8TDD5; HEK293 TRPML3-YFP, Fluo-8 calcium fluorescence; 100% = the carbachol control signal; activation, % at 3 µM; actives 0.29% (n = 220,000);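 active = activation above its plate's cutoff, the mean activation of the plate's test wells plus 3 SD, cut at about 12% in these data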;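 note: 0% = DMSO only wells and 100% = carbachol wells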
Target sequence (Q8TDD5 whole entry, looked up): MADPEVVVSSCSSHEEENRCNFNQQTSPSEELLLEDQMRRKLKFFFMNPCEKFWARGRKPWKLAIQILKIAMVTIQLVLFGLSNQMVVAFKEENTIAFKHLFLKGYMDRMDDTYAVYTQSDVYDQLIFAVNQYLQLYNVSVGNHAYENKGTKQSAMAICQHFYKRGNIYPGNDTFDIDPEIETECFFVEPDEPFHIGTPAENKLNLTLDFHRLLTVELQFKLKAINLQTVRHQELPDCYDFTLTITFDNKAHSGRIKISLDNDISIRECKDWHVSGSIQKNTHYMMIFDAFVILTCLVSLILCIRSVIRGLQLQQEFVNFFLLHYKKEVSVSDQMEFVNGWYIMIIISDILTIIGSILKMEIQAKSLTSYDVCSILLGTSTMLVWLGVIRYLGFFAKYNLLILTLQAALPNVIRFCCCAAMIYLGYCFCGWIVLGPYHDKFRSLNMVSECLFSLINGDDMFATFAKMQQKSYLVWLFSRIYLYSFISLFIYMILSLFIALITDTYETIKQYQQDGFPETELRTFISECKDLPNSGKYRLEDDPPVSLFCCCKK
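Test system – HEK293 line with stable expression of human TRPML3-YFP channel · Control set – carbachol 87 µM final as high control (100%), DMSO as low control (0%) · Signal – Fluo-8 calcium dye fluorescence, ex 470-495, em 515-575 nm · Incubation – 1-h 37 °C dye load, 5-s basal, 120-s post-compound reads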
TRPN1 ag: zebrafish TRPN1 (NompC) channel agonism; HEK293 zebrafish TRPN1-YFP, Fluo-8 calcium fluorescence; 100% = response to 87 µM carbachol; activation, % at 3 µM; actives 0.18% (n = 220,000);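 active = activation above its plate's cutoff, the mean activation of test wells on that plate plus 3 SD, cut at about 19% in these data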;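 note: 0% = DMSO alone and 100% = 87 µM carbachol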
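Material – zebrafish TRPN1-YFP in HEK293 cells · Doses – 3 µM single point · Schedule – dye 1 h 37 °C plus 30 min RT · Signal – Fluo-8 calcium fluorescence, excitation 470-495 nm, emission 515-575 nm · Read-out – % activation versus carbachol response · Control set – carbachol high, DMSO low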
EBV gp42 block: inhibitors of Epstein-Barr virus glycoprotein 42. inhibition, % (tested at 21.74 µM). Q1HVG2. AID 1085. actives 0.42% (n = 220,000). Fluorescence polarization binding assay, mP read-out; in the data active = inhibition above about 50%
Target sequence (Q1HVG2 whole entry, looked up): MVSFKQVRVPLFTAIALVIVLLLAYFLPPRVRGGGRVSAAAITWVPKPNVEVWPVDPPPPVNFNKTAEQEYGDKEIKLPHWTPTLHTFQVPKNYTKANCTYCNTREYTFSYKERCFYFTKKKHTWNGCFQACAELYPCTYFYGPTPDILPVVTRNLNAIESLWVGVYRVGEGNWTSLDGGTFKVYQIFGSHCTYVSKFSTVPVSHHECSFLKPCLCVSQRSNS
Cl transport mod: KCC2 (human) Cl- transport modulation | actives 2.2% (n = 190,000) | Q9H2X9 | AID 1456 | B-score of Tl+ flux slope (higher = more flux/activation; lower = inhibition) at 10 µM | KCC2 cells, thallium flux FluoZin-2 fluorescence;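 active = thallium flux slope and its plate-corrected score both differing from the plate sample mean at a set confidence after two filtering rounds, in either direction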;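 note: slope of fluorescence scaled to starting intensity during 10 to 20 s after thallium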
Calpain2 inh: calpain II (pig) inhibition | purified calpain II, fluorogenic peptide substrate, 30 min | inhibition, % at 16 µM | actives 0.37% (n = 220,000);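 active = inhibition above about 50%, limit read from the data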
* = called active by the depositor; i = inactive; x = no result given; [ ] = dose if it differs, or a comment.

# | smiles | TbHK1 inh | Thrombin inh | PPC-1+TRAIL kill | Furin inh | TRPML3 agonist | TRPN1 ag | EBV gp42 block | Cl transport mod | Calpain2 inh
1 | CSc1n[nH]c(NC(=O)c2c(-c3c(Cl)cccc3Cl)noc2C)n1 | -5 | -1 | 12 | -26 | 0.4 | -0.4 | -2 | 0.24 | -17
2 | O=C1CCC(C(=O)NCCCn2ccnc2)N1 (stereo not drawn) | 58* | 0 | 5 | -4 | 0.8 | -0.1 | -13 | x | -20
3 | CCN(CC)CCN(C(=O)c1ccc(Br)s1)c1nc2cc3c(cc2s1)OCO3 | -1 | -1 | 0 | -8 | 1.5 | -0.7 | 4 | -0.19 | -26
4 | O=C(CNc1ccc(Br)cc1)c1ccccc1 | -7 | 5 | 15 | -11 | -0.2 | -0.2 | -5 | 2.2 | -20
5 | Oc1ccccc1-c1csc(-c2ccccc2)n1 | 3 | -6 | 49 | -27 | 0.6 | -1.0 | 15 | 0.02 | 3
6 | O=C(COC(=O)c1ccc(Br)cc1)Nc1ccccc1Br | 10 | -3 | -8 | -5 | 0.8 | -0.3 | -14 | 1 | 18
7 | S=C1NCCc2ccccc2C1c1ccccc1Cl (stereo not drawn) | 4 | 2 | 5 | -11[20 µM] | -0.5 | -0.4 | -6 | 0.044 | -9
8 | O=C1NC(=S)N/C1=C/c1cccn1-c1ccc([N+](=O)[O-])cc1 | -3 | -4 | 10 | -28 | -0.7 | -1.9 | 26 | -0.65 | -27
9 | COC(=O)c1ccncc1C(=O)Nc1ccc(F)cc1 | 2 | 2 | 11 | -26 | 0.2 | -0.2 | -11 | 0.3 | -12
10 | CSc1ncccc1C(=O)OCc1ccccc1F | 2 | -3 | 7 | -19 | -0.6 | -3.1 | -17 | -1.2 | -10
11 | O=C(Nc1ccc(S(=O)(=O)NC2=NCCCCC2)cc1)c1ccco1 | -1 | 4 | -17 | -25 | 0.2 | -0.4 | 1 | 0.71 | 25
12 | CCOc1ccc(NC(=O)N(C2CCCC2)C2CCN(C(C)=O)CC2)cc1 | 0 | -5 | 17 | -14 | 0.3 | -0.1 | -9 | -0.012 | -9

Additional records
# | smiles | TbHK1 inh | Thrombin inh | PPC-1+TRAIL kill | Furin inh | TRPML3 agonist | TRPN1 ag | EBV gp42 block | Cl transport mod | Calpain2 inh
13 | CCCn1c(SCC(=O)Nc2cccc(C)n2)nnc1-c1ccco1 | 5 | 0 | -22 | -19 | -0.2 | 1.4 | -11 | 0.52 | 1
14 | CCOC(=O)c1csc(-c2ccc(OC)c(OC)c2)n1 | -9 | x | -1 | -28 | 0.2 | -1.3 | -13 | -0.14 | -5
15 | Brc1ccc(/C=N/Nc2ccccn2)cc1 | -24 | -7 | 4 | -19 | 0.4 | -1.0 | 5 | -0.26 | -17
16 | Oc1ccc2ccccc2c1N=Nc1ccccc1F | -6 | 3 | 25 | -7 | -0.4 | -1.2 | 2 | 1.6 | 14
17 | O=C(Cc1ccc(Cl)c(Cl)c1)OCC(=O)c1ccc[nH]1 | -1 | -8 | 10 | -13 | 0.0 | 1.4 | -5 | -1.3 | -49
18 | O=C(Nc1ccc(F)cc1)N1CCc2ccccc2C1 | -3 | -7 | 22 | -10 | 0.1 | 0.7 | -13 | x | 27
19 | CCc1ccc(S(=O)(=O)N(C(=O)c2ccncc2)c2ccc(OC(=O)c3ccncc3)cc2)cc1 | 34 | 5 | -16 | -8 | 0.1 | 0.5 | 0 | 0.27 | -33
20 | CC1CC(C)CN(CC(=O)NC(c2ccccc2)c2ccccc2)C1 (stereo not drawn) | 4 | -3 | -13 | -19 | 0.2 | -2.2 | -10 | x | 40
21 | Cc1cc(C(=O)CN2C(=O)NC(c3ccccc3)(c3ccccc3)C2=O)c(C)n1Cc1ccco1 | -4 | -1 | 6 | -13 | -0.3 | 2.4 | -24 | 0.18 | -134
22 | Cc1ccsc1/C=N/NC(=O)c1ccc(Cn2cc(Br)cn2)o1 | -11 | -4 | -1 | -12 | -0.4 | 0.4 | 25 | x | 21
23 | O=C1c2cccc3cccc(c23)C(=O)N1CCN1CCN(CC(O)COCc2ccc(Cl)cc2)CC1 (stereo not drawn) | -24 | 1 | 20 | -22 | 0.6 | -1.4 | -11 | -0.77 | 11
24 | CC(C)Cn1c(N)c(C(=O)CCl)c(=O)n(C)c1=O | -2 | 4 | -15 | -14 | 1.0 | 2.4 | -14 | 0.71 | -3

(listing goes on)
# | smiles | TbHK1 inh | Thrombin inh | PPC-1+TRAIL kill | Furin inh | TRPML3 agonist | TRPN1 ag | EBV gp42 block | Cl transport mod | Calpain2 inh
25 | Fc1ccc(N2CCN(C(=S)NCC3CCCO3)CC2)cc1 (stereo not drawn) | 1 | 5 | 13 | -13 | 1.1 | 3.7 | -18 | -2.6* | -15
26 | O=C(Cc1ccccc1Cl)NC1(O)C(=O)c2ccccc2C1=O | -7 | 1 | 10 | -9 | -0.5 | -0.3 | 4 | 1.8 | -22
27 | COCCCNc1nc2c(-c3cccc(C)c3)nnn2c2ccccc12 | -6 | -5 | 10 | -18 | 1.0 | 0.0 | -12 | 0.49 | i
28 | Cc1ccc(S(=O)(=O)NCCC(=O)Nc2ccc(Cl)c(Cl)c2)cc1 | 10 | -6 | 27 | 1 | -0.8 | 0.3 | 16 | 0.66 | 24
29 | CCC(c1nnnn1C1CCCC1)N1CCN(C(=O)c2ccco2)CC1 (stereo not drawn) | -2 | 1 | -7 | -13 | 0.9 | 1.0 | -12 | 0.16 | -8
30 | Clc1ccc(Sc2cnc3ccccc3n2)cc1 | -7 | 8 | -9 | -16[20 µM] | 0.7 | -0.8 | 14 | -0.47 | 10
31 | Cn1c(CNC(=O)c2ccccc2F)nnc1SCc1ccc(Cl)cc1 | -8 | 3 | 12 | -22 | 1.6 | 0.6 | -12 | -0.014 | -36
32 | CC1(C)CC(=O)C2=C(C1)N1C(=C(C#N)C2c2ccccc2Cl)N=C(N)c2ccccc21 (stereo not drawn) | 1 | 1 | -23 | 2 | -0.1 | -0.9 | 2 | 0.56 | -29
33 | Cc1cccc(C2=NC(C(F)(F)F)(C(F)(F)F)c3c(n(-c4ccc(F)cc4)c(=O)[nH]c3=O)N2)c1 | 30 | -9 | 6 | -5 | 0.7 | -0.7 | 6 | 0.68 | -59
34 | NC1=NC2(CCCCC2)N=C(Nc2ccc(F)cc2F)N1 | 1 | -7 | 4 | -29 | 0.2 | 0.5 | -4 | 0.94 | -21
35 | CCC(C)N(C(=O)CSc1nc(-c2ccccc2)cs1)C1CCS(=O)(=O)C1 (stereo not drawn) | -7 | -2 | -13 | -19[20 µM] | 0.4 | 0.8 | -18 | -0.0076 | -11
36 | O=C(Nc1cccc2c1CCCC2)C1CCCN(S(=O)(=O)c2cccc3nonc23)C1 (stereo not drawn) | 0 | -3 | 18 | -17[20 µM] | 1.0 | 1.8 | -16 | 0.022 | -25

(next part)
# | smiles | TbHK1 inh | Thrombin inh | PPC-1+TRAIL kill | Furin inh | TRPML3 agonist | TRPN1 ag | EBV gp42 block | Cl transport mod | Calpain2 inh
37 | COC(=O)c1ccc(NC(=O)CN2CCC(NC(=O)c3ccco3)CC2)cc1 | -13 | -8 | 15 | -28 | 1.0 | 0.4 | -17 | 0.45 | -24
38 | CCc1ccccc1NC(=S)N(Cc1ccco1)C(C)c1cccs1 (stereo not drawn) | -1 | 0 | 15 | -17 | 0.4 | 0.4 | -2 | 0.52 | 6
39 | C(=C\c1ccco1)/C1=NN(c2ccccc2)C(c2ccco2)C1 (stereo not drawn) | -9 | -14 | -8 | -17 | 1.4 | 2.7 | -38 | -0.6 | -89
40 | CCOC(=O)Nc1sc(NS(=O)(=O)c2ccccc2)nc1C | -3 | 2 | 13 | -13[20 µM] | 1.1 | -0.6 | -18 | 0.05 | -8
41 | CCOCCCNC(=S)N1CCN(C(=O)C(=O)Nc2ccc(C(=O)OC)cc2)CC1 | 31 | -10 | 0 | -10 | 1.0 | 0.0 | -15 | 0.049 | -5
42 | COc1ccccc1CC(=O)NC1CC(C)(C)NC(C)(C)C1 | -1 | -6 | 7 | -11 | -0.3 | 1.1 | -23 | -0.34 | -21
43 | COc1ccc(S(=O)(=O)NCC2CCC(C(=O)NCc3ccco3)CC2)cc1 (stereo not drawn) | 8 | 3 | -10 | -3 | -0.1 | 1.3 | -16 | -0.25 | -26
44 | CCOC(=O)c1c(-c2ccc(-c3ccccc3)cc2)csc1NC(=O)CCN1CCOCC1 | -17 | 18 | 11 | -11 | 0.4 | 0.7 | 5 | 0.031 | -92
45 | CCc1ccccc1NC(=S)NCc1cccn1C | 37 | -2 | 1 | -13 | 0.1 | 2.2 | -15 | 0.18 | -3
46 | Nc1cc(Nc2ccc(Br)cc2)nc(N)n1 | -2 | 0 | 0 | -21 | 0.4 | 0.8 | 34 | -1.3 | -6
47 | Cc1ccc(NC(=O)C2CC(=O)NC(N3CCc4ccccc43)=N2)cc1 (stereo not drawn) | 1 | -8 | -1 | -14 | 0.2 | -0.2 | -23 | x | -9
48 | O=C(/C=C/c1ccccc1)N1CCN(c2ccc([N+](=O)[O-])c(N3CCOCC3)c2)CC1 | -10 | 6 | -1 | 8[20 µM] | -1.0 | 0.9 | 9 | x | -2
49 | CC1OC(Nc2ccc(OC(F)(F)F)cc2)C(O)C(O)C1O (stereo not drawn) | 23 | 3 | 0 | -7 | 0.4 | 1.5 | 2 | x | -23
50 | CCOC(=O)C1=C(Cc2ccc(OC)cc2)C(=O)c2ccccc2C1=O | 28 | -8 | 11 | -12[20 µM] | 1.6 | 2.8 | 10 | 6.6* | 25

Screening data as filed in PubChem BioAssay.
